KCNK9 inh: human KCNK9 channel inhibition; actives 1.2% (n = 310,000); HEK293 KCNK9, FluxOR thallium flux fluorescence; active compounds read low; B-score at 10 µM;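 active means ratio B-score over 3 SD below the library mean, with starting fluorescence within 5 SD of its mean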;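 further: negative B-score means less thallium flux so channel inhibition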
Target sequence (Q9NPC2 whole entry, looked up): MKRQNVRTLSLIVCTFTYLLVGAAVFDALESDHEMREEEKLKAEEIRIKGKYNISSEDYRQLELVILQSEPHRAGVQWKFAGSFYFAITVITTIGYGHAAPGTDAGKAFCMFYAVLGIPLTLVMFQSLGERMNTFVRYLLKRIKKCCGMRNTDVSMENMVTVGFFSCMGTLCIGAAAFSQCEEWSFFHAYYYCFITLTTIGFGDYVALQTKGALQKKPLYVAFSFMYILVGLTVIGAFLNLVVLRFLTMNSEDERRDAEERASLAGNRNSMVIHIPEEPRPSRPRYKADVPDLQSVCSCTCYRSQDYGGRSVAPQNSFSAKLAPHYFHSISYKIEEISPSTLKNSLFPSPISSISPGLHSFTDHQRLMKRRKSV
RGS4 pot: potentiators or activators of RGS4; B-score at 10 µM; actives 0.92% (n = 310,000); HEK293 M3R/inducible RGS4, carbachol calcium flux Fluo4; active compounds read low; AID 463111;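 active means B-score of the integrated calcium signal more than 4 SD below the library mean, with starting fluorescence not abnormally high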;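 further: negative B-score means reduced calcium response which marks RGS4 activation or potentiation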
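Material: M3R-expressing HEK293 line, RGS4 induced by doxycycline | Schedule: Overnight RGS4 induction, 30 min dye load 37 °C, 20 min compound RT | Measured by: Fluo4 fluorescence kinetic imaging of calcium | Read-out: Integrated calcium ratio converted to B score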
HDAC3 inh: human HDAC3 inhibition; recombinant HDAC3, fluorogenic peptide/trypsin coupled, fluorescence; actives 0.15% (n = 320,000); AID 2718; inhibition, % at 8.3 µM; O15379; in the data active means inhibition above about 26%, passing the limit was not always enough; inconclusive means no clear call, values can overlap the other calls
DYRK1A inh: blocks rat Dyrk1A kinase activity; AID 504441; Q63470; actives 0.43% (n = 310,000); ADP-Glo luminescence, NFATc1 peptide; inhibition, % at 12.5 µM; in the data active means inhibition above about 50%;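 further: plate controls were vehicle with enzyme for no effect and no enzyme for full effect; many of its hits are not listed in these tables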
PolyA inh: yeast polyadenylation inhibition; S. cerevisiae SKY197-pL101 polyadenylation reporter, beta-gal luminescence; efflux-impaired pdr1/pdr3 knockout yeast; score 100 = 6 SD above DMSO; calls only at 12 µM; actives 0.02% (n = 300,000); AID 1875;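 active means lowest replicate activity score at least 50, where 100 means six control SD above control mean; inconclusive means lowest score under 50 but half or more replicates reach 50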;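 further: yeast exposed to compound for 9 h at 30 °C; higher score means more reporter readthrough which indicates perturbed polyadenylation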
hERG protect: shields human hERG channel from block by proarrhythmic agents; activation (rescue from dofetilide block), less the hit threshold, % at 10 µM; actives 0.51% (n = 310,000); AID 1511; Q12809; CHO-hERG, FluxOR thallium flux, dofetilide IC70 present;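 active means activation above the mean of controls blocked by dofetilide plus 5 SD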;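 further: thallium influx through hERG after potassium depolarization seen as dye fluorescence rise; in these data hits start at about 4.7%; inactives centre near -7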
KCNQ1 inh: human KCNQ1 channel inhibition; CHO-K1 KCNQ1, FluxOR thallium flux fluorescence; active compounds read high; AID 2642; actives 1.3% (n = 310,000); B-score at 10 µM;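 active means compounds whose thallium flux B-score, printed positive for inhibition, exceeds three library SD while starting fluorescence stays within three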;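 further: channel opened by potassium depolarization with thallium stimulus after 20 min compound exposure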
GSK3 alpha inh: blocks human GSK-3 alpha kinase. P49840. ADP-Glo luminescence, 60 min. inhibition, % at 10 µM. actives 0.1% (n = 320,000). AID 2650;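 in the data active means inhibition above about 50%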;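 further: GST-tagged GSK-3 alpha with peptide substrate and 25 µM ATP; 0% = DMSO neutral wells and 100% = GW8510 positive control wells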
GSK3B inh: blocks human GSK3beta kinase activity | activity score (negative = inhibition), % at 10 µM | P49841 | actives 0.038% (n = 300,000) | GST-GSK3beta kinase, ADP-Glo luminescence, 60 min; active compounds read low;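 active means more than half of replicate wells score below -50%, meaning over 50% inhibition versus plate controls; inconclusive means some replicates but at most half score below -50%; inactive means no replicate scores below -50%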;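 further: 0% = median DMSO wells and -100% = median GW8510 positive control wells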
Target sequence (P49841 whole entry, looked up): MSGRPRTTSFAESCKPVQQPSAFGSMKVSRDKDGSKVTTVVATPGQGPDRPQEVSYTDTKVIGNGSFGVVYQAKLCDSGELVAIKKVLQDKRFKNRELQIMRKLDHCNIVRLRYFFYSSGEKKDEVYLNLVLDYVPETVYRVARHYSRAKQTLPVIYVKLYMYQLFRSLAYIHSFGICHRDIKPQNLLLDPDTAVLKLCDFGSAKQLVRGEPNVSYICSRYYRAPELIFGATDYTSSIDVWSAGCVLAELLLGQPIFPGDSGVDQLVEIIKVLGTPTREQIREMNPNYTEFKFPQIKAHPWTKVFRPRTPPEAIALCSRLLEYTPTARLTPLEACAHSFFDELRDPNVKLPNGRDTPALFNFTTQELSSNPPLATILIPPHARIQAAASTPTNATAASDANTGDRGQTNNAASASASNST
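test system = GST-tagged human GSK3beta kinase, cell-free | reagent = 25 µM ATP with peptide substrate | dosing = one dose of 10 µM per compound | schedule = 60 min reaction, RT | detection = luminescent ADP-Glo measurement of ADP formed | control set = DMSO neutral wells and GW8510 at 20 µM as positive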
KCNQ1 act: human KCNQ1 channel potentiation or activation | CHO-K1 KCNQ1, thallium flux FluxOR fluorescence; active compounds read high | B-score at 10 µM | actives 0.35% (n = 310,000);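 active means fluorescence ratio B-score, a plate-corrected score, at least three library SD, with initial intensity B-score within 5 SD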
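Test system: CHO-K1 cells stably expressing KCNQ1 / Medium: assay buffer / Also added: depolarizing K+/Tl+ stimulus, K2SO4 and Tl2SO4 each 12.5 mM in 5x stock / Incubation: 90 min dye loading and 20 min compound exposure, both at room temperature / Signal: thallium influx via FluxOR fluorescence, kinetic imaging / Evaluation: B score of baseline-normalized fluorescence ratio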
KCNK3 inh: human KCNK3 channel inhibition, primary screen; O14649; CHO-KCNK3 thallium flux, FluxOR fluorescence; active compounds read low; B-score at 10 µM; actives 0.84% (n = 340,000);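 active means B-score under library mean minus 4 SD, starting fluorescence ratio at most library mean plus 5 SD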;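 further: more negative B-score means stronger inhibition of thallium flux through KCNK3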
* marks the source's active call; other numbers are inactive results; i = inactive; ? = inconclusive; · = not tested or not shown. A portion of the library; rates above refer to the full screens.

item	SMILES	KCNK9 inh	RGS4 pot	HDAC3 inh	DYRK1A inh	PolyA inh	hERG protect	KCNQ1 inh	GSK3 alpha inh	GSK3B inh	KCNQ1 act	KCNK3 inh
1	CCC(C(=O)NCc1ccco1)N(Cc1cccs1)C(=O)CNS(=O)(=O)c1ccccc1 (centres undefined)	i	i	-7.3	-3.9	i	-11.0	i	-1.3	-2.8	i	i
2	CCOC(=O)c1cnc(SCC(=O)NCc2cccs2)nc1N	i	i	4.1	-3.1	i	1.2	i	-1.9	1.1	i	i
3	CCOC(=O)C(=CNNc1cccc(Cl)c1)C(=O)OCC	i	i	7.0	7.9	i	-20.2	i	-1.9	2.9	i	i
4	COC(=O)C1=C(C(=O)OC)C(c2cc([N+](=O)[O-])ccc2O)c2sc(=O)[nH]c2S1 (centres undefined)	i	i	10.2	-2.3	·	-17.0	i	9.2	0.8	i	i
5	COCc1c(C(=O)N2CCc3ccccc32)oc2ccccc12	i	i	2.2	0.5	i	-4.0	i	-1.2	3.0	i	-10.6*
6	O=C(CN1CCN(C(=O)C2COc3ccccc3O2)CC1)Nc1ccccc1 (centres undefined)	i	i	-3.5	4.7	i	-1.2	i	0.1	-9.3	i	i
7	COCCN(CC(=O)NCC1CCCO1)C(=O)CCC(=O)Nc1cc(C)on1 (centres undefined)	i	i	-0.9	-6.4	i	-8.9	i	2.1	-2.2	i	i
8	NS(=O)(=O)c1ccc(CCNS(=O)(=O)c2cccs2)cc1	i	i	-6.1	·	i	-5.1	i	-2.0	1.4	i	i
9	O=C(NCc1cc([N+](=O)[O-])ccc1O)c1cccnc1Sc1ccccc1Cl	i	i	-0.5	4.3	i	-5.0	i	0.5	-0.3	i	i
10	COc1ccc(C(=O)NCC2OCCc3ccccc32)cc1 (centres undefined)	i	i	-5.5	0.3	i	-3.0	i	-1.5	-1.4	i	i
11	OCc1ccccc1NC(=S)Nc1cccnc1	i	i	-2.7	-1.6	i	-4.1	i	1.2	-2.0	i	i
12	Cc1ccc(C)c(NC(=O)c2nc(Cl)ccc2Cl)c1	i	i	-1.7	1.1	i	-6.1	i	-0.3	-0.5	i	i
13	CCSc1nnc(NC(=O)Nc2cccc(C)c2)s1	i	i	3.6	-0.2	i	-18.6	i	-3.5	-3.2	i	i
14	CC(C)Cn1c(N)c(C(=O)NCCN2CCOCC2)c2nc3ccccc3nc21	i	i	-14.7	-0.2	i	-3.4	i	6.3	-2.7	i	i
15	CC(C)(C)n1ncc2c(=O)n(CC(=O)Nc3ccc(Cl)cc3)cnc21	i	i	-0.9	5.8	i	-5.4	i	0.3	1.2	i	i
16	O=C(O)c1ccc2c(c1)N(Cc1ccccc1)C(=O)c1ccccc1S2	i	i	-2.3	-1.7	i	-6.6	i	-3.7	-1.1	i	i
17	O=C(NCc1cccc(Cl)c1)c1ccc2c(c1)SC1=NS(=O)(=O)CCN12	i	i	4.4	-2.8	i	-4.3	i	2.6	-0.1	i	i
18	O=c1oc2ccccc2n1Cc1ccccc1	i	i	-3.2	-0.7	i	-5.7	i	-2.1	0.4	i	i
19	CCC(=O)Nc1sc2c(c1C(=O)OC)CCN(Cc1ccccc1)C2	i	i	4.5	-6.1	i	-11.5	i	1.2	0.6	i	i
20	CCN(CC)c1nc2c(c(=O)[nH]c(=O)n2C)n1Cc1ccccc1Cl	i	i	-3.4	·	i	-7.2	i	-0.1	0.4	i	i
21	Cc1cc(C(F)(F)F)nc(NCc2cccnc2)n1	i	i	-6.0	-5.5	i	-12.2	i	-6.5	1.3	i	i
22	COc1ccc(CC(=O)NCCS(=O)(=O)N2CCN(c3ccccc3)CC2)cc1OC	i	i	?	-5.2	i	-8.0	i	-2.4	1.4	i	i
23	COC(=O)c1cc(NC(=O)c2ccccc2)c(=O)oc1/C=C/Nc1ccc(Oc2ccccc2)cc1	i	i	·	0.2	i	-11.2	i	·	-0.2	i	i
24	COCCn1c(C)cc(C(=O)COC(=O)c2n[nH]c3ccccc23)c1C	i	i	-0.7	-3.5	i	-11.2	i	0.7	-20.4	i	i
25	COC(=O)/C=C1\SC(N2CCOCC2)=C(c2ccc(OC)cc2)C1=O	i	i	3.4	-0.6	i	-9.1	i	1.3	0.9	i	i

item	SMILES	KCNK9 inh	RGS4 pot	HDAC3 inh	DYRK1A inh	PolyA inh	hERG protect	KCNQ1 inh	GSK3 alpha inh	GSK3B inh	KCNQ1 act	KCNK3 inh
26	COc1ccccc1NC(=S)NCC1CCC(CNC(=S)Nc2ccccc2OC)CC1 (centres undefined)	i	i	-1.7	-1.1	i	-4.9	i	1.6	-8.3	i	i
27	CC(=Nc1cccc(C)c1)c1sc2ccccc2c1O	-6.98*	i	4.3	8.3	i	-2.3	i	1.6	-1.4	i	i
28	Cc1ccc2nc(SCC(=O)Nc3cc(C(C)(C)C)nn3-c3ccccc3)[nH]c2c1	i	i	1.6	-31.3	i	-10.5	8*	1.7	0.6	i	i
29	O=C(O)c1ccn(Cn2cnc3ccccc32)n1	i	i	-1.5	-3.0	i	-8.7	i	-2.2	-1.2	i	i
30	CC(=O)OC(C(=O)NC1CCCCC1)c1cccc(C)c1 (centres undefined)	i	i	4.5	-0.8	i	-6.0	i	-1.3	0.3	i	i
31	C=CCNC(=S)N/N=C(\C)c1cccc(NC(C)=O)c1	i	i	7.1	7.8	i	-8.7	i	1.1	3.3	i	i
32	COc1cc(/C=C2/SC(=S)N(Cc3ccccc3)C2=O)ccc1OCC(=O)O	i	i	4.5	-7.4	i	-11.8	i	-2.9	1.2	i	i
33	CC(C)Oc1ccc(C(=O)OC(C)C(=O)NC2CCCCC2C)cc1 (centres undefined)	i	i	-2.3	0.7	i	-9.7	i	-0.5	0.9	i	i
34	CC1CCCCC1NC(=O)COC(=O)c1c2c(nc3ccccc13)/C(=C/c1ccco1)CC2 (centres undefined)	i	i	-0.8	·	i	-16.1	i	0.1	-0.3	i	i
35	COc1ccc(NC(=O)CSc2ccccc2)c([N+](=O)[O-])c1	i	i	-2.4	1.9	i	-11.8	i	-2.4	2.8	i	i
36	Cc1cc(N=Cc2c(O)n(-c3cccc(Cl)c3)c(=O)c3ccccc23)no1	i	i	-3.5	-2.0	i	-2.1	i	-0.5	-0.8	i	i
37	CC(=O)c1cccc(NC(=S)NC(=O)CC(C)(C)C)c1	i	i	3.6	11.6	i	-0.7	i	2.9	-7.5	i	i
38	COc1ccc(C2=NO[C@@H]3C(=O)N(c4cccc(C)c4C)C(=O)[C@H]23)cc1OC	i	i	-3.0	5.1	i	-5.6	i	-0.4	0.3	i	i
39	Cc1cc(/C=C(\C#N)C(=O)NCc2cccs2)c(C)n1-c1ccc([N+](=O)[O-])cc1	i	i	-3.8	11.6	i	-5.2	i	0.0	1.3	i	i
40	O=C1CC(c2ccco2)CC2=C1C=Nc1ccccc1N2 (centres undefined)	i	i	5.7	1.8	i	-8.9	i	0.3	-3.8	i	i
41	CC(C)CCNC(=O)Cn1c2c(c(-c3ccccc3Cl)cc1=O)CCC2	i	i	-2.7	2.4	i	-4.3	i	-1.4	1.2	i	i
42	O=C(/C=C/c1cc2ccccc2o1)c1ccccc1O	i	i	·	1.3	i	-9.0	i	0.2	0.8	i	i
43	CC1CN(C(=O)COC(=O)c2c(Cl)cccc2Cl)CC(C)O1 (centres undefined)	i	i	3.6	7.0	i	-11.0	i	-1.8	3.0	i	i
44	COc1ccc(-n2nc(C(=O)NCC(=O)N3CCCC3)c3ccccc3c2=O)cc1Cl	i	i	-1.1	-2.6	i	-9.9	i	-2.0	-0.6	i	i
45	O=C(CCS(=O)(=O)c1ccc(Cl)cc1)OCC(=O)N1CCCCC1	i	i	-8.6	9.2	i	-1.7	i	·	0.6	i	i
46	CC(=O)c1ccc(S(=O)(=O)NCCc2csc(-c3cccnc3)n2)cc1	i	i	0.6	2.0	i	-5.5	i	3.8	1.0	i	i
47	Cc1cccc(C(=O)NCCc2nnc(SCC(=O)Nc3nc(C)cs3)n2C)c1	i	i	-6.6	-1.6	i	-13.1	i	-5.2	1.6	i	i
48	CCC1(C)Cc2c(sc3nc(SC)nc(N)c23)CO1 (centres undefined)	i	i	-16.9	3.0	i	0.9	i	·	-3.2	i	i
49	COc1ccccc1NC(=O)CN1CCN(C(=O)C2CCCO2)CC1 (centres undefined)	i	i	-10.1	·	i	-4.4	i	-2.8	-1.5	i	i
50	COc1ccc(C(C)NC(=O)CC23CC4CC(CC(C4)C2)C3)cc1 (centres undefined)	i	i	4.6	10.6	i	-7.8	i	-1.1	1.8	i	i

item	SMILES	KCNK9 inh	RGS4 pot	HDAC3 inh	DYRK1A inh	PolyA inh	hERG protect	KCNQ1 inh	GSK3 alpha inh	GSK3B inh	KCNQ1 act	KCNK3 inh
51	COc1cccc(NC(=O)CSc2nnc(Cc3cccs3)n2-c2ccc(C)cc2)c1	i	i	?	-9.7	i	-6.1	i	0.7	-2.9	i	i
52	CCN1CCN(C(=O)C2CCCN(S(=O)(=O)c3cccc4nsnc34)C2)CC1 (centres undefined)	i	i	5.3	-0.9	i	-10.1	i	3.8	8.2	i	i
53	CN(C)CCn1c(N)nc2ccccc21	i	i	-2.5	0.2	i	-6.3	i	-2.1	-5.1	i	i
54	O=C(Nc1ccc(S(=O)(=O)NC2CCCCC2)cc1)c1ccco1	i	i	4.5	4.0	i	-1.6	i	4.7	1.0	i	i
55	O=C(Nc1ccc(CN2CCOCC2)cc1)c1ccccc1F	i	i	3.1	-3.8	i	-2.9	i	-2.0	0.6	i	i
56	COc1ccc(/C=N/NC(=O)c2ccc(NC(=O)c3cccc([N+](=O)[O-])c3)cc2)c(OC)c1	i	i	-0.7	2.4	i	-5.2	i	-1.2	0.0	i	i
57	CCC(O)C1CCN(C(=O)c2cc(COc3ccc(F)cc3F)on2)CC1 (centres undefined)	i	i	·	-1.7	i	-5.8	i	·	2.2	i	i
58	CCCN(Cc1nnc(-c2ccccc2Cl)o1)C(=O)c1cccc(S(=O)(=O)N2CCOCC2)c1	i	i	-0.4	-0.4	i	-9.5	i	-1.2	2.6	i	i
59	CC(=O)N/N=C(\C)c1cccc(C(F)(F)F)c1	i	i	-6.9	·	i	-15.1	i	-3.4	-1.5	i	i

Screens from PubChem BioAssay.
